Screens: PubChem BioAssay, Sanford-Burnham Center for Chemical Genomics
mIAP activ = mouse IAP activation; muIAP, CDP-Star luminescence, 30 min; active compounds read high; 1 = vehicle-only enzyme signal, 0 = enzyme-free wells; activation factor at 10 µM; actives 0.24% (n = 330,000); AID 2805;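 active = activation factor of at least 2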; note: the source names both 10 and 20 µM as test concentration; values of inactives mirror those of a sister screen read the other way
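also added = chemiluminescent substrate CDP-Star | test system = mouse IAP enzyme | signal = chemiluminescence readout | compound = DMSO-dissolved test compounds | incubation = 30 min at room temperature | benchmarks = DMSO wells, no-enzyme wells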
hIAP block = blocks human intestinal alkaline phosphatase | P09923 | purified IAP, CDP-Star luminescence, 30 min | inhibition, % at 10 µM | actives 0.12% (n = 330,000);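 active = inhibition reaching a set limit with compound at 10 µM in the primary screen, cut at about 35% in these data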;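 note: plate controls were DMSO wells with enzyme for no effect and no-enzyme buffer wells for full effect; values of inactives mirror those of a sister screen read the other way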
GRIN3A LBD mod = modulates the human NR3A ligand-binding domain; Tm shift relative to glycine control, % at 25 µM; actives 2.5% (n = 340,000); NR3A LBD differential scanning fluorimetry, Tm shift; 0% = protein alone, 100% = glycine-bound protein;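 active = melting temperature shift of at least 10% of the positive control shift, at one fixed dose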
A3A deaminase = blocks human APOBEC3A ssDNA deamination; recombinant A3A, FAM/TAMRA ssDNA deamination fluorescence; AID 493011; inhibition, % at 20 µM; actives 0.41% (n = 330,000);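 active = at least 40% inhibition at 20 µM here, with at most 30% in a related deaminase screen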;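 note: plate controls were A3A with DMSO for no effect and wells lacking A3A enzyme for full effect; some results filed as inactive read as strong as hits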
Target sequence (P31941 whole entry, looked up): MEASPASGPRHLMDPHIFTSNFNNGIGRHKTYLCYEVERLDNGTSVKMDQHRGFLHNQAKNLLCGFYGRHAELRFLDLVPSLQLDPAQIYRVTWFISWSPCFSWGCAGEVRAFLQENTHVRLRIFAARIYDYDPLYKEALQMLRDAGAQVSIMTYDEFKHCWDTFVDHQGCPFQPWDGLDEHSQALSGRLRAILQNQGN
MPTP inh = permeability transition pore inhibition. isolated mouse mitochondria, Ca2+ swelling absorbance, 30 min. actives 1.4% (n = 360,000). inhibition, % at 10 µM;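 active = inhibition of 50% or more, scaled per plate between neutral and stimulator controls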;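 note: 0% = DMSO wells given calcium and 100% = 1 mM EGTA wells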
mIAP block = mouse IAP inhibition; purified mouse IAP, CDP-Star luminescence, 30 min; inhibition, % at 10 µM; actives 0.2% (n = 330,000); AID 2806;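 active = inhibition of at least 40% at 10 µM in the primary screen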;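 note: plate controls were DMSO with enzyme for no effect and no enzyme wells for full effect; values of inactives mirror those of a sister screen read the other way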
hIAP act = human IAP activation; P09923; purified human IAP, CDP-Star luminescence, 30 min; active compounds read high; 1 = vehicle-only enzyme, 0 = enzyme-free background; activation factor at 10 µM; actives 0.16% (n = 330,000);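 active = activation factor of the enzyme at least 2-fold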; note: the source names both 10 and 20 µM as test concentration; values of inactives mirror those of a sister screen read the other way
beta cell repl = induces beta-cell replication in MIN6 cells; MIN6 cells proliferation, ATPlite luminescence, 48 h; cells starved in 0.2% serum; 100% = growth in 10% serum; proliferation, % at 10 µM; actives 0.29% (n = 330,000);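 active = compounds whose signal lies at least 3.5 SD above the mean of all wells on their plate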;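 note: 0% = DMSO-treated cells in low-serum medium and 100% = 10% serum control; some compounds called inactive have numbers as strong as hits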
APOBEC3G inh = inhibitors of human APOBEC3G DNA deaminase. recombinant A3G, ssDNA deamination FAM/TAMRA fluorescence. inhibition, % at 20 µM. actives 0.28% (n = 330,000);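 active = inhibition of at least 40% at 20 µM, with no more than 30% in the related APOBEC3A deaminase screen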;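 note: plate controls were DMSO wells with A3G for no effect and wells lacking A3G enzyme for full effect; some compounds called inactive have numbers as strong as hits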
Target sequence (Q9HC16 whole entry, looked up): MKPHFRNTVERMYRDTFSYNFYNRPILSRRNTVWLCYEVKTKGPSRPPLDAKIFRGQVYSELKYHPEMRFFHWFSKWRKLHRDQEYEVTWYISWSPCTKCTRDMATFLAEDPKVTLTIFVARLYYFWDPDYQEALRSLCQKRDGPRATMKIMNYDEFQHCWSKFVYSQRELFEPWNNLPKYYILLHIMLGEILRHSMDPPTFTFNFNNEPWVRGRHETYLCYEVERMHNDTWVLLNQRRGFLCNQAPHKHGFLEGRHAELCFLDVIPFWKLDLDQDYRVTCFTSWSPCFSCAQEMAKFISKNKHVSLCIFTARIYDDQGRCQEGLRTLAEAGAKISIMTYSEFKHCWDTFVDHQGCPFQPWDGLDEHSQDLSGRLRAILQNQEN
An asterisk follows results filed as active; x = no result given.

SMILES	mIAP activ	hIAP block	GRIN3A LBD mod	A3A deaminase	MPTP inh	mIAP block	hIAP act	beta cell repl	APOBEC3G inh
CNc1c(N=Cc2cccnc2)c(=O)n(C)c(=O)n1C	1.07	-4.7	0.6	3.8	-3.8	-6.9	1.05	-1.9	12.2
CCc1ccc(NC(=O)C(C)OC(=O)CN2C(=O)NC3(CCCC3)C2=O)cc1 (stereo unspecified)	1.01	3.5	1.4	-0.1	-0.2	-1.3	0.965	-2.5	-5.5
CCC(=O)c1ccc(OCC(O)CN2CCN(c3cccc(C(F)(F)F)c3)CC2)cc1 (stereo unspecified)	1.07	-9.6	-11.3	0.9	-1.1	-6.7	1.1	-0.9	-6.9
CCC(NC(=O)NCCCn1ccnc1)(C(F)(F)F)C(F)(F)F	0.998	0.8	-0.6	-4.9	26.4	0.2	0.992	0.4	-9.9
CCOC(=O)[C@H]1[C@H]2COc3ccc(Cl)cc3[C@@H]2N2C(=O)c3cc(F)ccc3NC(=O)[C@@]12C	0.957	1.5	-1.2	5.2	-1.5	4.3	0.985	-3.7	-2.7
COc1ccccc1N1CCN(C(=O)CSc2nc(N)cc(=O)[nH]2)CC1	1.02	11.2	-1.3	2.4	-1.4	-2.5	0.888	-2.3	-3.7
O=C(O)Cn1c(=O)c2c3c(sc2n(Cc2ccccc2F)c1=O)CCCC3	1.02	-0.8	-3.5	-0.5	0.8	-2.0	1.01	3.3	-0.2
COc1ccc(-n2c(=S)[nH]c3sc4c(c3c2=O)CCc2ccccc2-4)cc1	0.844	-9.3	x	0.4	x	15.6	1.09	-4.6	-2.5
COc1cccc(C(=O)Nc2nnc(-c3cccs3)s2)c1	0.965	-3.7	3.2	-4.7	0.4	3.5	1.04	-0.8	-7.8
O=c1oc(CCCO)cc2ccc(C#CC3(O)CCCCC3)cc12	1.08	-5.8	0.7	0.8	0.6	-7.7	1.06	6.5	-5.8
O=C(NCc1ccco1)c1ccc(Cl)c(S(=O)(=O)N2CCCC2)c1	0.953	8.7	2.5	8.8	-0.6	4.7	0.913	-3.7	1.1
O=C(c1ccccc1F)N1CCN(C2CCC(c3ccccc3)CC2)CC1 (stereo unspecified)	1.11	3.1	-0.3	-7.0	1.4	-10.7	0.969	-4.1	0.5
COc1ccc(OCc2cc(C(=O)NCC3CCOCC3)no2)c(Cl)c1	0.966	23.3	-1.4	-0.3	1.0	3.4	0.767	-0.7	-2.5
Cc1cc(Oc2ccc3ccccc3c2)nc(SCC(=O)c2ccccc2)n1	0.9	18.8	-1.2	2.7	-0.1	10.0	0.812	-6.3	2.0
COc1ccccc1CNC(=O)c1nn(-c2ccc(C)cc2)c(=O)c2c1c1ccccc1n2C	1.06	-26.8	-1.4	-3.6	1.4	-6.1	1.27	-1.7	-6.8
C=CC[C@@H](CC(=O)N[C@@H](CO)Cc1ccccc1)C(=O)N[C@H](COC(=O)[C@@H](CC=C)Cc1ccc(F)cc1)C(C)(C)C	1.08	-20.3	-15.2	-3.3	1.0	-7.6	1.2	-5.8	-10.5
Nc1nc(COC(=O)CCC(=O)c2ccccc2)nc(Nc2ccccc2)n1	1.04	-0.7	6.1	26.5	1.1	-4.2	1.01	2.9	33.8
COC(=O)c1ccc(C(=S)N2CCOCC2)cc1	1	5.8	0.7	1.5	-1.5	-0.2	0.942	-3.3	6.8
CC1Sc2ccc(C(=O)Nc3ccc(S(=O)(=O)N(C)C)cc3)cc2NC1=O (stereo unspecified)	0.854	1.1	-2.7	35.6	3.3	14.6	0.989	-1.3	0.4
Cc1ccc(NC(=O)CCc2ccc(S(=O)(=O)N3CCOCC3)cc2)c(C)c1	0.948	7.9	-2.7	-3.1	2.1	5.2	0.921	-2.9	-3.9
C/C(=N\Nc1ccc(S(=O)(=O)N2CCOCC2)cc1[N+](=O)[O-])C(C)C	0.98	3.7	-0.9	-0.5	-2.2	2.0	0.963	-3.0	-2.6
O=C(COC(=O)c1ccco1)NC1CCCc2ccccc21 (stereo unspecified)	1.01	6.5	3.8	5.1	0.2	-1.3	0.935	2.2	2.6
S=C1NCCNC(=S)NCCOCCOCCN1	0.823	1.6	-0.8	-4.7	-2.4	17.7	0.984	-2.9	-7.6
CCOC(=O)N1CCN(C(=O)c2ccc(N(Cc3ccc(Cl)cc3)S(C)(=O)=O)cc2)CC1	0.941	-10.6	0.7	-0.3	-0.4	5.9	1.11	-1.8	-1.6
Cn1c(=O)c2c(O)c(Cc3ccccc3)c(=O)n(C)c2n(C)c1=O	0.997	4.0	2.0	1.7	2.0	0.3	0.96	-0.7	-4.7
Nc1cc(=O)[nH]c(N2CCN(c3ccccc3)CC2)n1	0.974	-7.5	0.8	-0.3	-0.4	2.6	1.07	-2.1	-4.9
COc1ccc(S(=O)(=O)Nc2ccc(Cc3ccncc3)cc2)cc1C	1	10.0	-0.6	-1.6	0.4	0.0	0.9	-3.1	-3.0
Cc1ccccc1C(=O)N/N=C1/SCC(=O)N1Cc1ccccc1	1.03	-0.6	-2.7	-0.9	0.1	-2.8	1.01	0.3	-7.0
Cc1cccc2sc(NC(=O)CN(C)S(=O)(=O)c3cccs3)nc12	0.962	1.8	-12.3	-3.9	-2.8	3.8	0.982	-1.9	-5.4
Cc1ccc(CNC(=O)Cc2ccc(-n3c(=O)[nH]c4ccsc4c3=O)cc2)cc1	0.912	-10.9	-2.9	-3.8	0.4	8.8	1.11	-0.1	-7.8
Cc1ccnc(NS(=O)(=O)c2ccc(NC(=O)COc3ccccc3)cc2)n1	1.11	-5.4	0.6	2.7	-1.2	-10.8	1.05	-2.7	-6.2
O=[N+]([O-])c1ccc(N/N=C\c2cccnc2)nc1	1.03	6.2	-0.7	-1.6	-2.6	-3.3	0.938	-0.2	-8.5
Cc1ccc(S(=O)(=O)N2CCCCC2)cc1C(=O)c1nccn1C	0.967	6.6	-6.5	-3.8	0.4	3.3	0.934	1.7	-5.6
c1cc(-c2nnc3n2CCC3)[nH]n1	1.08	12.5	0.8	-5.3	-0.2	-7.8	0.875	-2.2	-5.5
CCCCC[n+]1cccc2c3ccccc3ccc21	1.02	4.8	0.5	54.8*	3.4	-1.6	0.952	-5.8	22.9
CSCC[C@H](NC(=O)[C@@H]1Cc2c([nH]c3ccccc23)C2c3ccccc3C(=O)N21)C(=O)NCC1CCCO1 (stereo partly specified)	1.05	5.8	-1.9	1.4	-1.0	-4.7	0.942	6.8	-3.6
O=C(NCc1ccccc1Cl)c1nnc(CS(=O)(=O)c2ccccc2)o1	0.892	16.7	-2.7	-4.3	-1.0	10.8	0.833	-0.6	-3.5
COc1ccccc1NC(=O)C/C(C)=N/NC(=O)C12CC3CC(CC(C3)C1)C2	0.998	-7.0	0.0	-2.2	-0.5	0.2	1.07	-2.8	-6.3
CN1C(=O)N(C)C(c2cccc([N+](=O)[O-])c2)C2=C1CCCC2=O (stereo unspecified)	1.04	3.2	-0.9	0.2	-1.8	-3.9	0.968	0.0	-3.6
COC(=O)c1ccc(COC(=O)CCc2nc(-c3ccccc3)c(-c3ccccc3)o2)cc1	0.92	5.9	1.3	0.1	-2.8	8.0	0.941	0.8	-3.5

One compound at a time, from the list above. Order of screens: mIAP activ | hIAP block | GRIN3A LBD mod | A3A deaminase | MPTP inh | mIAP block | hIAP act | beta cell repl | APOBEC3G inh
`Cc1ccccc1C(=O)N/N=C1/SCC(=O)N1Cc1ccccc1` reads 1.03 | -0.6 | -2.7 | -0.9 | 0.1 | -2.8 | 1.01 | 0.3 | -7.0
`COc1ccccc1N1CCN(C(=O)CSc2nc(N)cc(=O)[nH]2)CC1` reads 1.02 | 11.2 | -1.3 | 2.4 | -1.4 | -2.5 | 0.888 | -2.3 | -3.7

In a second layout: results already given.
Values run as follows: mIAP activ	hIAP block	GRIN3A LBD mod	A3A deaminase	MPTP inh	mIAP block	hIAP act	beta cell repl	APOBEC3G inh
- Cc1ccc(NC(=O)CCc2ccc(S(=O)(=O)N3CCOCC3)cc2)c(C)c1
    0.948	7.9	-2.7	-3.1	2.1	5.2	0.921	-2.9	-3.9
- COc1ccccc1NC(=O)C/C(C)=N/NC(=O)C12CC3CC(CC(C3)C1)C2
    0.998	-7.0	0.0	-2.2	-0.5	0.2	1.07	-2.8	-6.3

Compounds shown so far that contain an aryl thioether with sulfur outside any ring:
SMILES	mIAP activ	hIAP block	GRIN3A LBD mod	A3A deaminase	MPTP inh	mIAP block	hIAP act	beta cell repl	APOBEC3G inh
COc1ccccc1N1CCN(C(=O)CSc2nc(N)cc(=O)[nH]2)CC1	1.02	11.2	-1.3	2.4	-1.4	-2.5	0.888	-2.3	-3.7
Cc1cc(Oc2ccc3ccccc3c2)nc(SCC(=O)c2ccccc2)n1	0.9	18.8	-1.2	2.7	-0.1	10.0	0.812	-6.3	2.0

(continued)
SMILES	mIAP activ	hIAP block	GRIN3A LBD mod	A3A deaminase	MPTP inh	mIAP block	hIAP act	beta cell repl	APOBEC3G inh
CCOC(=O)COn1c(=O)c(C)[n+]([O-])c2ccccc21	0.884	12.3	1.1	2.3	1.2	11.6	0.877	-2.3	-1.7
COc1ccc(N2CCN(C(=O)Cn3c(=O)[nH]c4ccsc4c3=O)CC2)cc1	1.15	29.1	0.5	-1.5	-0.7	-14.6	0.709	-0.6	-2.8
CCCCN1C(=O)/C(=C/C=C2/C=Cc3ccccc3N2CC)SC1=S	0.754	26.6	-11.7	5.1	23.9	24.6	0.734	-4.5	-4.9
COc1ccc(NC(=O)C2CCCN(S(=O)(=O)c3cccc4nonc34)C2)cc1 (stereo unspecified)	1.09	12.9	0.1	-4.6	1.0	-9.1	0.871	-2.3	-6.4
Oc1ccc(C(=S)N2CCCC2)cc1	0.885	-24.9	-1.2	-1.2	-2.2	11.5	1.25	-2.2	28.2
C=CCOc1ccc(C2/C(=C(/O)c3ccc(OC)cc3)C(=O)C(=O)N2CCN2CCNCC2)cc1 (stereo unspecified)	0.977	11.2	-5.7	-1.8	1.3	2.3	0.888	0.7	-6.0
CC(Sc1n[nH]c(N)n1)C(=O)Nc1cccc(S(=O)(=O)N2CCOCC2)c1 (stereo unspecified)	0.947	-7.4	-1.0	-0.9	-1.3	5.3	1.07	-1.1	-5.4
O=c1nc(N2CCOCC2)ccn1Cc1ccc(Br)cc1	1.14	-20.7	-4.0	1.1	-0.9	-13.7	1.21	-1.7	-3.9
COc1cc(/C=N/NC(=O)C(C)Nc2n[nH]c(=O)[nH]c2=O)cc(OC)c1O (stereo unspecified)	0.923	3.0	1.9	-3.5	2.6	7.7	0.97	0.9	-5.4
COc1ccc(NC(=O)CC2(CC(=O)O)CCCC2)cn1	1.17	-1.8	-0.8	-3.0	-1.4	-16.5	1.02	-1.8	8.4
CC1CC(C)CN(C(=O)c2cc3ccccc3o2)C1 (stereo unspecified)	1.04	4.4	0.9	0.0	2.5	-4.5	0.956	-3.3	-0.5
c1ccc(-c2nccc(-c3ccc(-n4cnc5ccccc54)cc3)n2)nc1	0.842	-28.9	-3.8	0.6	-1.5	15.8	1.29	-1.6	1.7
CCCCC(C(=O)NC1CCCC1)N(C(=O)c1snc(C(N)=O)c1N)c1ccc(OCC)cc1 (stereo unspecified)	0.872	18.8	-1.3	-4.2	0.4	12.8	0.812	-2.5	-7.6
